Screening data: PubChem, several laboratories
VIM-2 inhibitor = VIM-2 metallo-beta-lactamase inhibitors, primary screen, biochemical, epi-absorbance readout, Pseudomonas aeruginosa enzyme; inhibition, % at 5.6 µM; 290,000 compounds, 0.89% hits; purified VIM-2, nitrocefin hydrolysis, epi-absorbance fluorescence;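 active means inhibition above the mean of all tested compounds plus 3 SD, cutoff set per screening run, cut at about 7.5% in these data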;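 further: red hydrolysis product quenches plate fluorescence so inhibitors raise well fluorescence; 0% = enzyme with DMSO and 100% = DMSO without enzyme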
IMP-1 inhibitor = IMP-1 metallo-beta-lactamase inhibitors, primary screen, biochemical, epi-absorbance readout, Pseudomonas aeruginosa enzyme. inhibition, % at 5.6 µM. 290,000 compounds, 0.45% hits. purified IMP-1, nitrocefin hydrolysis, epi-absorbance fluorescence;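 active means inhibition above the mean plus 3 SD of all compounds in the same screening run, cut at about 4.5% in these data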;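 further: 0% = IMP-1 with DMSO and 100% = DMSO wells lacking enzyme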
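System – purified recombinant IMP-1 beta-lactamase · Input – IMP-1 dispensed at 0.2 nM · Timing – 15 min preincubation plus 25 min reaction at 25 °C · Signal – Epi-absorbance fluorescence, 480 nm excitation, 530 nm emission · Measure – percent IMP-1 inhibition derived from blank-referenced optical density · Controls – Enzyme-plus-DMSO low control, enzyme-free DMSO high control · Replication – singlicate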
HCV NS3 hel inh = inhibitors of HCV NS3 helicase, primary screen, biochemical, Cy5 molecular beacon fluorescence. NS3 helicase DNA unwinding. inhibition, % at 10.9 µM. 290,000 compounds, 0.56% hits. AID 1800, 2009;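 active means inhibition above the mean of all tested compounds plus 3 SD, set per campaign, cut at about 35% in these data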;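 further: 0% = DMSO wells and 100% = thioflavine S control wells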
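Assay system – hepatitis C virus NS3 helicase domain fragment enzyme · Buffer or medium – MOPS pH 6.5, MgCl2, DTT, Tween20, BSA · Reagent – Cy5/quencher beacon DNA duplex and ATP to start · Compound – single 10.9 µM dose · Timing – 1 h at 25 °C · Technique – Cy5 beacon fluorescence read at start and 1 h · Measure – % inhibition of unwinding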
IDE act = human IDE activators in live cells, primary screen, fluorescence polarization, HEK cells, FAbeta-B substrate; 340,000 compounds, 0.073% hits; activation, % at 5.96 µM; FAbeta-B cleavage; 0% vehicle, 100% cell-free pure enzyme wells;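 active means activation above the mean of all tested compounds plus 3 SD, set per screening campaign, cut at about 17% in these data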
CRFBP-R2 block = antagonists of CRF-BP/CRF-R2 complex, primary screen, cell-based, HEK293, calcium dye fluorescence, uHTS | inhibition, % at 11.8 µM | CRF-induced calcium fluorescence | 350,000 compounds, 0.59% hits;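 active means inhibition of the ligand-induced calcium signal above about 50% at the single tested concentration, limit read from the data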
p-CIP stab down = p/CIP-EGFP fusion destabilizers, primary screen, fluorescence, F442A cells; Q05BA5; 16 h; decrease of EGFP signal, % at 10 µM; 290,000 compounds, 0.01% hits;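 active means EGFP signal decrease of at least 30% at 10 µM or well 3 SD below plate mean, unless failing retest; inactive means the rest, including hits failing retest or dose response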; further: some compounds called inactive have numbers as strong as hits; many of its hits are not listed in these tables
IDE cell inh = human IDE inhibitors in live cells, primary screen, fluorescence polarization, HEK cells, FAbetaB substrate; 320,000 compounds, 0.41% hits; Insulin-degrading enzyme (Homo sapiens), P14735; inhibition, % at 5.59 µM; FAbetaB cleavage;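 active means percent inhibition above the average of all tested compounds plus 3 SD, set per screening campaign, cut at about 16% in these data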;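 further: IDE supplied by intact live HEK cells; FP after avidin binding of uncleaved biotin substrate so inhibition keeps polarization high; 0% = DMSO wells and 100% = 60 µM reference IDE inhibitor Ii1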
GalR3 antagonist = GalR3 antagonists in HEK293 cells, primary screen, cell-based, fluorescence readout; Galanin receptor type 3 (Homo sapiens), O60755; HEK293 GalR3-CNG cAMP membrane potential fluorescence; galR3 body fused to GalR1 C-terminus; inhibition, % at 3 µM; 360,000 compounds, 0.44% hits;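 active means inhibition above the screen-wide average plus 3 SD, cut at about 13% in these data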;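 further: forskolin and galanin both at EC90 stimulate the cells; cAMP rise reported by CNG channel membrane potential dye signal; 0% = forskolin plus galanin with DMSO and 100% = forskolin alone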
Target sequence (O60755 1-299 limits assumed): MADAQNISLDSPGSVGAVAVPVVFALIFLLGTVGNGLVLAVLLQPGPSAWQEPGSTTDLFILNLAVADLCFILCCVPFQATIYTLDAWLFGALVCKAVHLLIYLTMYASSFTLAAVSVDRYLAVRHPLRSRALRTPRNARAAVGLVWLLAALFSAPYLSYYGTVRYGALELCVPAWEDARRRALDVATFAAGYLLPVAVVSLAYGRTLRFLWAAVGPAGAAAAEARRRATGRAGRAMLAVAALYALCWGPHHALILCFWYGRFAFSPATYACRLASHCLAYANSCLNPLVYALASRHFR
UBC9 SUMO inh = inhibitors of in vitro SUMOylation cascade, primary screen, biochemical, HTRF, uHTS | HTRF SUMOylation assay, SAE1/SAE2 + UBC9 | inhibition, % at 35 µM | 290,000 compounds, 0.36% hits | AID 2006, 2009 | SUMO-conjugating enzyme UBC9 (Homo sapiens), P63279; in the data active means inhibition above about 50%, passing the limit was not always enough; further: strong numbers were not always called active
Target sequence (P63279 whole entry, looked up): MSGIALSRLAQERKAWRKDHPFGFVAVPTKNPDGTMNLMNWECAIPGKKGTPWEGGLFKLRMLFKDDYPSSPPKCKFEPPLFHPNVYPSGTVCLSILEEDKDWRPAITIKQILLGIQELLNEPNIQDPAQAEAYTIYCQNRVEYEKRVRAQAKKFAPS
Active calls of the source: *.

What do the screens show for `CC(=O)NC(Cc1ccccc1)C(=O)NC1CCN(c2ncccc2[N+](=O)[O-])CC1` (stereo not drawn)?
VIM-2 inhibitor: -1.3; IMP-1 inhibitor: -2.9; HCV NS3 hel inh: 9; IDE act: 4; CRFBP-R2 block: 33; p-CIP stab down: -5; IDE cell inh: 2; GalR3 antagonist: -1; UBC9 SUMO inh: 0

Results for O=C1OC(N2C(=O)CC[C@H]2C(=O)Nc2ccc3c(c2)OCO3)c2ccccc21 (stereo partly drawn) ?
VIM-2 inhibitor: -2.1; IMP-1 inhibitor: -1.2; HCV NS3 hel inh: -7; IDE act: 2; CRFBP-R2 block: -9; p-CIP stab down: -9; IDE cell inh: 11; GalR3 antagonist: 1; UBC9 SUMO inh: 9

Results for Cc1ccc(-c2nc(C)sc2CC(=O)Nc2nnc(C)s2)cc1 ?
VIM-2 inhibitor: 0.5; IMP-1 inhibitor: -4.0; HCV NS3 hel inh: 1; IDE act: 0; CRFBP-R2 block: -43; p-CIP stab down: -9; IDE cell inh: 5; GalR3 antagonist: -2; UBC9 SUMO inh: 8

Results for CN(Cc1nc(-c2cnccn2)no1)CC1CCN(Cc2ccccc2)CC1 ?
VIM-2 inhibitor: -2.6; IMP-1 inhibitor: -1.2; HCV NS3 hel inh: -3; IDE act: 2; CRFBP-R2 block: -5; p-CIP stab down: -4; IDE cell inh: -8; GalR3 antagonist: -3; UBC9 SUMO inh: 11

Results for Cc1nonc1OCCNCc1c(C(=O)N2CCCCCCC2)nc2ccc(Cl)cn12 ?
VIM-2 inhibitor: -1.0; IMP-1 inhibitor: -1.9; HCV NS3 hel inh: -2; IDE act: -2; CRFBP-R2 block: 6; p-CIP stab down: -13; IDE cell inh: -4; GalR3 antagonist: -1; UBC9 SUMO inh: -16

How did COc1ccc(NC(=O)c2c(-c3ccccc3)noc2C)c(OC)c1 do in these assays?
VIM-2 inhibitor: -3.9; IMP-1 inhibitor: -5.5; HCV NS3 hel inh: -6; IDE act: 7; CRFBP-R2 block: -10; p-CIP stab down: 5; IDE cell inh: 6; GalR3 antagonist: -9; UBC9 SUMO inh: -6

How did Cc1cc(C)cc(Nc2ccc(C(=O)O)cc2[N+](=O)[O-])c1 do in these assays?
VIM-2 inhibitor: -1.8; IMP-1 inhibitor: -4.0; HCV NS3 hel inh: 8; IDE act: 1; CRFBP-R2 block: 7; p-CIP stab down: -12; IDE cell inh: -1; GalR3 antagonist: 4; UBC9 SUMO inh: 15

How did CCC(C)NS(=O)(=O)c1ccc(NC(=O)CCC2CCCCC2)cc1 (stereo not drawn) do in these assays?
VIM-2 inhibitor: -2.8; IMP-1 inhibitor: -2.7; HCV NS3 hel inh: -6; IDE act: 5; CRFBP-R2 block: -39; p-CIP stab down: -16; IDE cell inh: 2; GalR3 antagonist: -4; UBC9 SUMO inh: -5

Results for CCOc1ncccc1C(=O)OCC(=O)N1CCN(S(=O)(=O)c2ccccc2)CC1 ?
VIM-2 inhibitor: -3.9; IMP-1 inhibitor: -3.0; HCV NS3 hel inh: -3; IDE act: 0; CRFBP-R2 block: -29; p-CIP stab down: -2; IDE cell inh: -2; GalR3 antagonist: -7; UBC9 SUMO inh: 16

How did Cc1c(Cl)cccc1NC(=O)CC(NCCN1CCOCC1)C(=O)O (stereo not drawn) do in these assays?
IDE act: -2; CRFBP-R2 block: 3; IDE cell inh: 1; GalR3 antagonist: 3

Results for CC(C)CCNC(=O)NC(=O)CN1C(=O)NC2(CCCCC2)C1=O ?
VIM-2 inhibitor: 2.1; IMP-1 inhibitor: -0.7; HCV NS3 hel inh: -3; IDE act: 2; CRFBP-R2 block: -8; p-CIP stab down: 0; IDE cell inh: 7; GalR3 antagonist: -1; UBC9 SUMO inh: -1

What do the screens show for `CCOCCCNC(=O)C(NC(=O)c1ccc(=O)[nH]c1)c1ccc(Cl)cc1` (stereo not drawn)?
VIM-2 inhibitor: -2.0; IMP-1 inhibitor: -2.3; HCV NS3 hel inh: 2; IDE act: 4; CRFBP-R2 block: -1; p-CIP stab down: -4; IDE cell inh: 4; GalR3 antagonist: 0; UBC9 SUMO inh: -9

What do the screens show for `COc1ccc(NC(=O)COc2ccc(/C=N/O)cc2OC)cc1`?
VIM-2 inhibitor: -0.7; IMP-1 inhibitor: -2.5; HCV NS3 hel inh: 0; IDE act: -1; CRFBP-R2 block: -8; p-CIP stab down: 2; IDE cell inh: -2; GalR3 antagonist: -2; UBC9 SUMO inh: 7

What do the screens show for `Cc1cc(N=NC(=O)c2ccccc2)ccc1O`?
VIM-2 inhibitor: -0.1; IMP-1 inhibitor: -1.9; HCV NS3 hel inh: 0; IDE act: 1; CRFBP-R2 block: 5; p-CIP stab down: -6; IDE cell inh: 0; GalR3 antagonist: -7; UBC9 SUMO inh: 5

Results for O=C(Cn1cc(SCc2ccccc2Cl)c2ccccc21)N1CCOCC1 ?
VIM-2 inhibitor: -2.0; IMP-1 inhibitor: -3.4; HCV NS3 hel inh: -13; IDE act: 3; CRFBP-R2 block: 2; p-CIP stab down: 1; IDE cell inh: 0; GalR3 antagonist: -11; UBC9 SUMO inh: -15

Reprinted from the part before: 2 compounds, then new ones.
What do the screens show for `Cc1cc(N=NC(=O)c2ccccc2)ccc1O`?
VIM-2 inhibitor: -0.1; IMP-1 inhibitor: -1.9; HCV NS3 hel inh: 0; IDE act: 1; CRFBP-R2 block: 5; p-CIP stab down: -6; IDE cell inh: 0; GalR3 antagonist: -7; UBC9 SUMO inh: 5

Results for O=C(Cn1cc(SCc2ccccc2Cl)c2ccccc21)N1CCOCC1 ?
VIM-2 inhibitor: -2.0; IMP-1 inhibitor: -3.4; HCV NS3 hel inh: -13; IDE act: 3; CRFBP-R2 block: 2; p-CIP stab down: 1; IDE cell inh: 0; GalR3 antagonist: -11; UBC9 SUMO inh: -15

Results for COCCn1c(SCC(=O)NCC2CCCO2)nc2c(c1=O)SCC2 (stereo not drawn) ?
VIM-2 inhibitor: 0.0; IMP-1 inhibitor: 0.9; HCV NS3 hel inh: 1; IDE act: -2; CRFBP-R2 block: -7; p-CIP stab down: -10; IDE cell inh: 2; GalR3 antagonist: 1; UBC9 SUMO inh: 7

What do the screens show for `COc1cc(NC(=O)[C@H](C)NC(=O)N2CCn3c2nc2ccccc23)cc(OC)c1`?
VIM-2 inhibitor: -5.5; IMP-1 inhibitor: -3.0; HCV NS3 hel inh: -12; IDE act: 3; CRFBP-R2 block: 86*; p-CIP stab down: 8; IDE cell inh: 0; GalR3 antagonist: -8; UBC9 SUMO inh: -3

What do the screens show for `Cc1ccc(SCC(=O)Nc2cccc(C)c2)cc1`?
VIM-2 inhibitor: -3.2; IMP-1 inhibitor: -2.3; HCV NS3 hel inh: 5; IDE act: 10; CRFBP-R2 block: 2; p-CIP stab down: -6; IDE cell inh: -3; GalR3 antagonist: -4; UBC9 SUMO inh: 4

How did Cn1c(=O)c2c(nc(CN3CCOCC3)n2CCN2CCOCC2)n(C)c1=O do in these assays?
VIM-2 inhibitor: 2.4; IMP-1 inhibitor: -0.4; HCV NS3 hel inh: 1; IDE act: 10; CRFBP-R2 block: 12; p-CIP stab down: 7; IDE cell inh: 2; UBC9 SUMO inh: -18

Results for O=C(O)CCCNc1n[nH]c(=O)[nH]c1=O ?
VIM-2 inhibitor: -0.9; IMP-1 inhibitor: -4.6; HCV NS3 hel inh: -2; IDE act: 5; CRFBP-R2 block: 11; p-CIP stab down: -4; IDE cell inh: -3; GalR3 antagonist: -4; UBC9 SUMO inh: 11

What do the screens show for `C=CCc1cc(Cl)ccc1OCCCNC(C)C`?
VIM-2 inhibitor: -1.9; IMP-1 inhibitor: -0.8; HCV NS3 hel inh: -12; IDE act: 3; CRFBP-R2 block: -23; p-CIP stab down: 2; IDE cell inh: 7; GalR3 antagonist: 0; UBC9 SUMO inh: 0

Results for O=C1CSC(=S)N1c1cccc(F)c1 ?
VIM-2 inhibitor: 2.1; IMP-1 inhibitor: 4.9*; HCV NS3 hel inh: 1; IDE act: 5; CRFBP-R2 block: -1; p-CIP stab down: -14; IDE cell inh: 1; GalR3 antagonist: -10; UBC9 SUMO inh: 8

Results for CCCC(O)(c1ccc(OC)cc1)C(CN1CCOCC1)c1ccccc1 (stereo not drawn) ?
VIM-2 inhibitor: -5.5; IMP-1 inhibitor: -2.8; HCV NS3 hel inh: -4; IDE act: 2; CRFBP-R2 block: -22; p-CIP stab down: 0; IDE cell inh: 1; GalR3 antagonist: -7; UBC9 SUMO inh: -9

How did O=C(NCc1ccccn1)c1ccccc1-c1ccccc1 do in these assays?
VIM-2 inhibitor: -3.5; IMP-1 inhibitor: -3.9; HCV NS3 hel inh: 4; IDE act: 0; CRFBP-R2 block: 11; p-CIP stab down: 3; IDE cell inh: -2; GalR3 antagonist: -5; UBC9 SUMO inh: 0

Results for NC(=O)c1ccc(NC(=O)COC(=O)c2ccccc2Nc2ccccc2)cc1 ?
VIM-2 inhibitor: -1.6; IMP-1 inhibitor: 0.0; HCV NS3 hel inh: 5; IDE act: 0; CRFBP-R2 block: -3; p-CIP stab down: -14; IDE cell inh: 5; GalR3 antagonist: -3; UBC9 SUMO inh: 43

Results for O=C(COC(=O)c1ccco1)NC12CC3CC(CC(C3)C1)C2 ?
IDE act: 3; CRFBP-R2 block: 18; IDE cell inh: 0; GalR3 antagonist: -7

Results for CC(C)C(NC(=O)c1ccccc1)C(=O)NC1CCCc2ccccc21 (stereo not drawn) ?
IDE act: 2; CRFBP-R2 block: -14; IDE cell inh: 2; GalR3 antagonist: -8

How did COc1ccc(C(=O)N2CCOC2CNC(=O)C(=O)NCc2ccccc2Cl)cc1 (stereo not drawn) do in these assays?
VIM-2 inhibitor: -0.9; IMP-1 inhibitor: 0.2; HCV NS3 hel inh: 3; IDE act: 1; CRFBP-R2 block: -9; p-CIP stab down: -17; IDE cell inh: 2; GalR3 antagonist: 0; UBC9 SUMO inh: 3

What do the screens show for `Cc1ccc(-n2c(Cc3ccccc3)n[nH]c2=S)c(C)c1`?
VIM-2 inhibitor: -4.3; IMP-1 inhibitor: -4.0; HCV NS3 hel inh: 10; IDE act: -6; CRFBP-R2 block: 11; p-CIP stab down: -8; IDE cell inh: 8; GalR3 antagonist: 10; UBC9 SUMO inh: 6

Results for Cc1nc(-c2ccccc2)sc1C(=O)CSc1ccc(Cl)cc1 ?
VIM-2 inhibitor: -3.1; IMP-1 inhibitor: -2.6; HCV NS3 hel inh: 2; IDE act: 3; CRFBP-R2 block: 0; p-CIP stab down: -9; IDE cell inh: 2; GalR3 antagonist: -2; UBC9 SUMO inh: -1
